Screens (PubChem)
Eya2 phos inh: blocks the phosphatase activity of human Eya2; O00167; recombinant Eya2, OMFP fluorescence dephosphorylation (OMFP is methylfluorescein phosphate); Potency, µM (top dose mostly 76.9 µM), without a hit: top-dose activity, negative = inhibition, usual class: inhibitors; 330,000 tested, 0.006% active; also: potency is read from the fitted curve at half-maximal effect
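Eya2 (0.2 uM) preincubated 10 min at ambient with compound, then OMFP substrate added at 50 uM; 10 min reaction in 50 mM HEPES pH 7.5, 50 mM NaCl, 5 uM MgCl2, 0.05% BSA, 1 mM DTT. Fluorescence read at Ex 485/Em 525 nm.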
B2AR arrestin: beta2AR (human) beta-arrestin recruitment activity. P07550. beta-arrestin recruitment to beta2AR, cell-based reporter. Potency, µM (top dose mostly 46.1 µM), without a hit: at the top dose activation, most hits filed as activators. 330,000 tested, 0.02% active. AID 492947;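 also: potency is read from the fitted curve at half-maximal effect; 0% = DMSO controls and full agonism = EC100 isoproterenol or metaproterenol; nearly all actives have a fitted effect of over 65% in size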
Giardia killer: kills Giardia lamblia; Giardia lamblia trophozoite viability; activity change, % at 7.66 µM, hits read low; 340,000 tested, 0.15% active; AID 540267; in the data active = activity change below about -80%; inconclusive = between about -30% and that limit;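 also: parasites exposed to compound for two days anaerobically before the ATP read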
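Giardia trophozoites, 100 cells per well, were exposed to compounds for 48 hrs at 37 deg C under anaerobic conditions; viability was then read as ATP content by bioluminescence after 15-30 min at room temperature.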
Coupling enz: inhibits coupling enzyme system, counter-screen for aldolase hits; coupling enzyme system counterscreen, AmpLite Red fluorescence; activity change, negative = inhibition, % at 58.2 µM, hits read low; 290,000 tested, 0.67% active; AID 2472; in the data active = activity change below about -30%
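Activity here indicates interference with the coupling reaction, not aldolase inhibition. Compounds at 57.5 uM final met coupling enzymes for 10 min at RT; substrate and AmpLite Red detection followed, with a 525/598 nm fluorescence read after 20 min.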
hERG WT inh: inhibitors of human wildtype KCNH2 potassium channel | U2OS, BacMam KCNH2, thallium flux FluxOr; hits give low values | activity change, % at 1.84 µM | 340,000 tested, 0.37% active | AID 720551;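 active = maximum activity change below -70%; inconclusive = maximum activity change between -70% and -50%; inactive = maximum activity change above -50%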
Target sequence (Q12809 whole entry, looked up): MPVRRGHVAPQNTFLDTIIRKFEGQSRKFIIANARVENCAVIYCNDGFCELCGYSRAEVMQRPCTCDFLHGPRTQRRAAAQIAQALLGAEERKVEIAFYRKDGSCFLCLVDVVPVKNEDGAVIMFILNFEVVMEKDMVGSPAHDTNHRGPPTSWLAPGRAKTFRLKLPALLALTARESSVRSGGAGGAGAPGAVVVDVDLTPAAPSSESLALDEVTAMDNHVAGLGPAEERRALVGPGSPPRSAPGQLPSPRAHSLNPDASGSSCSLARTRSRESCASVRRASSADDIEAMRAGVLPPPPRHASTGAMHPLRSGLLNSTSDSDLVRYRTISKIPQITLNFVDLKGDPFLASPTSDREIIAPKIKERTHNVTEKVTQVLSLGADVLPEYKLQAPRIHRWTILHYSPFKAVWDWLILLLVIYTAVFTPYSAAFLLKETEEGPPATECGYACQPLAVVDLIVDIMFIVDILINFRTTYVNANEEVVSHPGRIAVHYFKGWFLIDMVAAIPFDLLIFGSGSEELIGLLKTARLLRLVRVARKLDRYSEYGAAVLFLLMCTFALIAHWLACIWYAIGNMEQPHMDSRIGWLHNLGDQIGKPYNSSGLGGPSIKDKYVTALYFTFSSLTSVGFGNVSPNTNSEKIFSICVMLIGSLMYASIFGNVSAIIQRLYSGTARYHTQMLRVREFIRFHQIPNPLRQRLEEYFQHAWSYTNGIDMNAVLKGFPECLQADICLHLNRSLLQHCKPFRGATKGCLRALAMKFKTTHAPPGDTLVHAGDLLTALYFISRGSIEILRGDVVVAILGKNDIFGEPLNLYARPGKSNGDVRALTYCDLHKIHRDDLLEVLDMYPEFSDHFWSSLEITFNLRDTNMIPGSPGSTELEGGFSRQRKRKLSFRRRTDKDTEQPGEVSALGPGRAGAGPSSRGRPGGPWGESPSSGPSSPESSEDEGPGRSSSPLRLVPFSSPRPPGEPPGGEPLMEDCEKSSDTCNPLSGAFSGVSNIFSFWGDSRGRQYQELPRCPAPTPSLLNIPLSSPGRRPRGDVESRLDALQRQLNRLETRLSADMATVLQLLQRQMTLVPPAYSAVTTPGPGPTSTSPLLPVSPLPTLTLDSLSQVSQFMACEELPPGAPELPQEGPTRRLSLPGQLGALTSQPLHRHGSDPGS
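U2OS cells transduced with wild-type KCNH2 virus are loaded with FluxOr dye for 45 min, and thallium flux is measured in kinetic reads before and after stimulation buffer. Rate constants are normalized to DMSO controls.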
uPA generation: blocks generation of uPA at the cell surface; Potency, µM (titrated, usually from 38.3 µM), inactives show at the top dose activity change, negative = inhibition, actives largely listed as inhibitors; cell surface uPA generation assay, qHTS; 330,000 tested, 0.31% active; active = well fitted inhibition curve with a large enough effect; inconclusive = small, poorly fitted or top-dose-only effect; inactive = no such curve, though single readings can be large or run the other way; tested in mouse RAW 264.7 cells; also: potency is read from the fitted curve at half-maximal effect; nearly all actives have a fitted effect of over 55% in size
BCR signal inh: inhibitors of chronic active B-cell receptor signaling; ABC-DLBCL IkBa-CBG/CBR reporter, luminescence ratio, 4 h; Potency, µM (titrated, usually from 46.1 µM), for inactives: at the top dose ratio change, negative = lower green/red ratio, most hits filed as inhibitors; 340,000 tested, 0.05% active; AID 493014; active = well fitted inhibition curve with a large enough effect in the signal ratio, with a control signal flat, not every such curve was filed as active; inconclusive = small, poorly fitted or top-dose-only effect, or effect the other way, or a change in a side signal; the % refers to the signal ratio;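 also: potency is read from the fitted curve at half-maximal effect; plate controls were basal doxycycline-induced cells for no effect and cells given 10 µM MG132 for full effect; MG132 reads +100%, hits lower the ratio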
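Cell line TMD8 (human ABC DLBCL), stably expressing tet-inducible CBG68-IkBa fusion and CBR; IMDM/0.5% FBS; cpd up to 46 uM; dox induction, 4 h, 37C/5% CO2; dual luminescence; green/red ratio; MG132 control.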
USP2a inh: USP2a (human) protease inhibition; USP2 core, Ub-CHOP2 coupled fluorogenic reporter, 485/531; Potency, µM (highest dose often 38.3 µM), without a hit: top-dose activity change, negative = inhibition, usual class: inhibitors; 330,000 tested, 0.01% active; AID 463254;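 also: potency is read from the fitted curve at half-maximal effect; plate controls were DMSO wells for no effect and full inhibition by NEM control for full effect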
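Deubiquitinase activity read as fluorescence (485/531 nm) after Ub-CHOP2 cleavage activates the enterokinase reporter on its substrate; USP2 core 10nM, Ub-CHOP2 and substrate 25nM each, 30min compound preincubation then 60min RT; data normalized to NEM, curves fitted.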
GALK inh: blocks human galactokinase activity; P51570; Purified GALK, Kinase-Glo residual ATP luminescence; Potency, µM (titrated, usually from 57.5 µM), for inactives: at the top dose activity change, negative = inhibition, usual class: inhibitors; 270,000 tested, 0.007% active; also: potency is read from the fitted curve at half-maximal effect
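ATP-depletion format; final 35 uM ATP, 100 uM D-galactose, 5 nM enzyme; pH 8.0 HEPES/Mg2+ buffer; 60 min RT; luminescence read 10 min after detection reagent.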
KCNH2 3.1 inh: blocks the human KCNH2 3.1 channel isoform; U2OS KCNH2 3.1, thallium flux FluxOr; hits give low values; activity change, % (tested at about 1.8 µM); 340,000 tested, 0.95% active;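 active = maximum activity change below -70%; inconclusive = maximum activity change from -70% to -50%; inactive = maximum activity change above -50%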;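 also: thallium influx rate constant from kinetic fluorescence after stimulation buffer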
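Virally transduced U2OS (3.1 isoform, 4 h infection in dark at RT) → overnight 37 C → FluxOr + Red40 in HBSS/HEPES, 45 min → stimulation buffer, 2 min kinetic read → rate constant vs DMSO controls.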
PKM2 activator: increases activity of human pyruvate kinase M2 | P14618 | purified PKM2, Kinase-Glo ATP luminescence, activation; response scale: 0% is enzyme alone, no compound | Potency, µM (series often up to 57.5 µM), without a hit: top-dose activation, actives largely listed as activators | 260,000 tested, 0.34% active; also: potency is read from the fitted curve at half-maximal effect; nearly all actives have a fitted effect of over 55% in size
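Purified hPK-M2 (>95%) run at intermediate activity with 0.1 mM ADP and 0.5 mM PEP in 50 mM imidazole pH 7.2, KCl, MgCl2; 1 h room temperature. ATP formed read by Kinase-Glo luminescence; normalized to uninhibited and no-enzyme controls.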
Active calls of the source: *; ? = inconclusive; nt = not tested or not shown; [ ] = remark or other dose. Unless noted, calls follow the shape of the dose curve; as a rule, active = well fitted curve in the direction sought with a large enough effect; inconclusive = small, poorly fitted or top-dose-only effect, or another doubt; inactive = no such curve, though single readings can be large; an effect the other way counts as inactive or inconclusive. Unless noted, % is scaled to controls: 0 for no effect and ±100 for the full control effect. Rows are unselected; about 2.4% have a hit in one of these screens.

Results follow in this order: Eya2 phos inh	B2AR arrestin	Giardia killer	Coupling enz	hERG WT inh	uPA generation	BCR signal inh	USP2a inh	GALK inh	KCNH2 3.1 inh	PKM2 activator
> O=C(Cc1ccccc1)NCC(=O)Nc1cccc(Cl)c1
→ -3%	0.3%	4	1	6	0%	-1%	-1%	17%	2	-1%
> Cc1sc(NC(=O)c2ccccc2)c(C#N)c1-c1ccccc1
→ -1%	0.1%	-25	-1	-14	-3%	?	-1%	1%	0	2%
> CC12CCC(c3n[nH]c(=S)nc31)C2(C)C (stereo not given)
→ 4%	2.8%	9	0	2	2%	1%	0%	nt	7	3%
> COc1ccccc1N1CC(C(=O)Nc2nnc(SCC(=O)NCC3CCCO3)s2)CC1=O (stereo not given)
→ 0%	0.1%	-5	nt	-4	?	3%	1%	-6%	-9	12%
> O=C(NCCCN1CCCC1=O)Nc1ccc([N+](=O)[O-])cc1
→ -1%	-0.3%	-21	2	-24	1%	?	0%	6%	12	nt
> Cn1ncc(Br)c1C(=O)NC1CCCC1
→ 0%	-0.3%	21	nt	-7	10%	2%	0%	-5%	-4	1%
> CC(=O)NC(Cc1ccccc1F)C(=O)NC1CCN(C(=O)c2cnccn2)CC1 (stereo not given)
→ -4%	-0.4%	-1	0	1	nt	4%	1%	0%	-19	-3%
> Cc1c(Cl)c(C(F)(F)F)nn1CC(=O)NN
→ 7%	0.0%	-18	1	-3	7%	2%	0%	0%	nt	nt
> CCCN1CCN(C(=O)c2cc(COc3ccc(F)c(F)c3)on2)CC1
→ -1%	1.0%	-16	6	3	-11%	1%	4%	-4%	4	nt
> CCC(C)c1ccc(-n2c(=O)c3ccccc3n3c(=S)[nH]nc23)cc1 (stereo not given)
→ -4%	-0.3%	-24	-1	1	-2%	-2%	0%	-1%	1	nt
> O=C(CSc1ccccn1)N1CCCC(Nc2ccc(F)c(F)c2)C1 (stereo not given)
→ -5%	-0.6%	5	nt	-5	-1%	0%	2%	-6%	7	7%
> O=C(Nc1cnn(Cc2c(Cl)cccc2Cl)c1)C(c1ccccc1)c1ccccc1
→ 9%	4.9%	16	-2	1	-13%	-12%	-2%	0%	nt	11%
> Cc1ccc(N(C)C(=O)C2CCCN2S(=O)(=O)c2ccc3c(c2)n(C)c(=O)c(=O)n3C)cc1 (stereo not given)
→ -4%	0.9%	4	-3	-1	0%	8%	2%	2%	6	1%
> COc1cc(C(=O)NCCc2ccccc2)ccc1OCC(=O)N1CCOCC1
→ -4%	-0.1%	8	nt	-2	5%	?	0%	nt	-10	nt
> COc1ccc(CCNC(=O)CNC(=O)Cn2ccc3ccccc3c2=O)cc1OC
→ -1%	-0.7%	4	-1	7	1%	-14%	-1%	nt	-1	2%
> Cc1cccc(/C=C(\C(=O)C(=O)O)c2ccc3ccccc3n2)c1
→ 5%	0.5%	21	4	-2	9%	-14%	0%	0%	0	1%
> CCCn1c(=O)c2ccccc2n2c(SCc3nc4ccccc4s3)nnc12
→ 1%	-0.6%	14	2	-2	-1%	8%	0%	2%	-7	16%
> c1ccc(N2CCOCCOCCOCCOCC2)cc1
→ 12%	0.4%	16	0	-7	-1%	7%	0%	1%	-1	-1%
> CC(=O)N[C@H]1[C@H](Oc2ccc3c(c2)CCC2C3CC[C@]3(C)C(=O)CCC23)O[C@H](CO)[C@@H](O)[C@@H]1O (stereo not given in full)
→ -2%	-0.6%	4	3	-2	0%	0%	2%	nt	20	nt
> O=C(O)c1cccc(Nc2nc3ccccc3nc2NS(=O)(=O)c2cccs2)c1
→ -2%	0.3%	?	7	-3	-1%	18%	1%	5%	-5	-23%
> C[C@H]1COC(=O)[C@H](Cc2ccc(F)cc2)CC/C=C/C[C@@H](CC(=O)N[C@@H](CO)Cc2ccccc2)C(=O)N1
→ -44%	0.2%	-4	nt	11	-17%	1%	2%	nt	16	nt
> Cc1ccc(NC(=O)CN(C)CC(=O)Nc2sc3c(c2C(N)=O)CCC3)cc1
→ -5%	0.0%	8	nt	0	-2%	-11%	0%	-6%	3	2%
> CC(C)Cc1ccc(CN2CCC(n3nccc3NC(=O)C3CCCC3)CC2)cc1
→ ?	-0.4%	-4	0	-73*	-20%	-12%	-5%	6%	-103*	-5%
> CCOc1ccc(CNC(=O)CCC(=O)N2CCSc3ccccc32)cc1
→ 3%	0.0%	-8	1	1	8%	3%	0%	nt	6	2%
> CCc1cc2c(=O)n(-c3ccc(Br)cc3)cnc2s1
→ 3%	-0.1%	-16	-2	-8	-4%	?	-1%	-2%	47	1%
> COc1cc2c(cc1OC)/C(=C/C(=O)c1ccc(C)cc1)NCC2
→ -7%	-0.2%	3	-7	-4	3%	-18%	0%	12%	3	nt
> CCCOc1ccc(-c2nnn(CC(=O)Nc3cccc(C(=O)OC)c3)n2)cc1
→ 30%[15.4 µM]	3.4%	6	2	1	-8%	1%	2%	0%	9	-7%
> COc1ccccc1CNC(=O)C1CCN(C(=O)[C@@H]2Cc3ccccc3CN2)CC1
→ 6%	-0.2%	-6	0	21	-7%	-26%	5%	5%	-19	nt
> COc1cccc(N=Cc2c[nH][nH]c2=O)c1
→ -8%	0.0%	9	0	-3	-3%	1%	3%	-1%	16	0%
> CSc1ccc(S(=O)(=O)Nc2ccc(NC(C)=O)cc2)cc1
→ 20%	0.1%	-9	2	2	1%	-1%	1%	5%	nt	0%

An excerpt of these results, with each value named.
O=C(Nc1cnn(Cc2c(Cl)cccc2Cl)c1)C(c1ccccc1)c1ccccc1
  Eya2 phos inh = 9%; B2AR arrestin = 4.9%; Giardia killer = 16; Coupling enz = -2; hERG WT inh = 1; uPA generation = -13%; BCR signal inh = -12%; USP2a inh = -2%; GALK inh = 0%; KCNH2 3.1 inh = nt; PKM2 activator = 11%
Cc1ccc(N(C)C(=O)C2CCCN2S(=O)(=O)c2ccc3c(c2)n(C)c(=O)c(=O)n3C)cc1 (stereo not given)
  Eya2 phos inh = -4%; B2AR arrestin = 0.9%; Giardia killer = 4; Coupling enz = -3; hERG WT inh = -1; uPA generation = 0%; BCR signal inh = 8%; USP2a inh = 2%; GALK inh = 2%; KCNH2 3.1 inh = 6; PKM2 activator = 1%

Reprinted at random: 2 compounds from above.
Results follow in this order: Eya2 phos inh	B2AR arrestin	Giardia killer	Coupling enz	hERG WT inh	uPA generation	BCR signal inh	USP2a inh	GALK inh	KCNH2 3.1 inh	PKM2 activator
> O=C(Nc1cnn(Cc2c(Cl)cccc2Cl)c1)C(c1ccccc1)c1ccccc1
→ 9%	4.9%	16	-2	1	-13%	-12%	-2%	0%	nt	11%
> Cc1sc(NC(=O)c2ccccc2)c(C#N)c1-c1ccccc1
→ -1%	0.1%	-25	-1	-14	-3%	?	-1%	1%	0	2%

Next part.
structure,Eya2 phos inh,B2AR arrestin,Giardia killer,Coupling enz,hERG WT inh,uPA generation,BCR signal inh,USP2a inh,GALK inh,KCNH2 3.1 inh,PKM2 activator
Cc1ccc(NC(=O)CCC(=O)N/N=C/c2cccs2)cc1C,-16%,-1.3%,4,-1,-2,2%,6%,1%,nt,12,5%
CCC(=O)c1ccc(OCC(=O)OCC(=O)N(CCC#N)c2ccc3c(c2)OCCO3)cc1,2%,-2.8%,-14,nt,-1,3%,4%,0%,nt,18,nt
O=C(c1ccc2c(c1)OCO2)N1CCC2(CC1)Oc1ccc(Cl)cc1C(=O)C21CC(c2ccccc2)=NO1 (stereo not given),-20%,-0.6%,18,0,6,3%,2%,1%,7%,-13,11%
CCc1c(O)c(/C(C)=N\O)c(=O)n(-c2ccccc2)c1-c1ccccc1,-5%,-1.7%,-7,-10,-5,-1%,6%,-1%,0%,2,-2%
Oc1ccc(-n2cccc2/C=N/n2cnnc2)cc1,-5%,-0.6%,5,3,-10,-8%,11%,1%,5%,-2,1%
O=C(Nc1ccc2c(c1)OCCO2)C1CCN(C(=O)c2ccc([N+](=O)[O-])cc2)CC1,1%,-0.7%,4,-2,11,8%,-9%,1%,-2%,0,4%
O=C(NC(=O)c1ccccc1Cl)Nc1ccc(-c2cnco2)cc1,-4%,0.8%,11,-1,2,-4%,?,1%,-2%,2,-4%
CCCC(=O)Nc1ccc(N2CCN(C(=O)c3cc4ccccc4o3)CC2)cc1,-5%,0.1%,3,2,11,-3%,6%,?,-3%,0,nt
O=C(CSc1ccc(Cl)cc1)Nc1cccc(-c2nnc(-c3ccco3)o2)c1,-2%,-0.3%,-4,-2,-3,4%,-11%,2%,1%,-33,0%
CCOC(=O)Cc1nn(C)c(=O)c2ccccc12,5%,-0.3%,1,2,3,-15%,?,1%,0%,-11,-2%
